LGR2 antag: blocks bursicon-induced cAMP signaling via Drosophila LGR2 | actives 0.35% (n = 380,000) | HEK293 LGR2, CRE-luciferase, bursicon-stimulated, 4 h | inhibition, % at 9.99 µM;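 active = drop in luminescence signal, shown as inhibition above about 50% in the replicate tests, limit read from the data, passing the limit was not always enough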;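 note: agonist challenge used bursicon conditioned medium at about half maximal strength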
Statin myotox sup: suppressors of simvastatin-induced myotoxicity in C2C12 myotubes. rescue of ATP level, % at 7.49 µM. AID 602340. ATP luminescence, 48 h; scaled: DMSO 0, geranylgeraniol control 100. actives 0.78% (n = 330,000);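 active = mean ATP rescue above about 67%, or every replicate alone reaching that limit, limit read from the data, passing the limit was not always enough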;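 note: myotubes were challenged with 10 µM simvastatin during compound exposure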
S100A4 MyoIIA: blocks human S100A4 binding to myosin IIA peptide; S100A4/TAMRA-MyoIIA peptide fluorescence polarization; inhibition, % at 10.7 µM; actives 0.14% (n = 360,000);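 active = mean inhibition of at least 70% across replicates, with every replicate also reaching that level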
Target sequence (P26447 whole entry, looked up): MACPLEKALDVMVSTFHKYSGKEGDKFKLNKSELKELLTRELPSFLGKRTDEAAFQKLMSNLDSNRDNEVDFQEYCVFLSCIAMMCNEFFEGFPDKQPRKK
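Material: S100A4 monomer (human). Medium: Calcium-containing HEPES buffer, pH 7.2. Probe or stimulus: labelled myosin peptide probe, 5 nM. Compound dosing: one concentration per compound. Timing: polarization read 5 min after assay mix addition, stable 5–60 min. Benchmarks: DMSO as neutral control, TFP as positive control.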
FN deposit inh: fibronectin deposition inhibition; AH1F fibroblasts, Alexa488-fibronectin deposition fluorescence, overnight; actives 0.086% (n = 350,000); inhibition, % at 12.6 µM;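 active = mean inhibition across replicates of 30% or more, regardless of how many single replicates reach that level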;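 note: positive control wells lacked labelled fibronectin entirely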
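Assay system: AH1F fibroblasts / Quantity: 10000 cells per well / Medium: DMEM plus 2% serum, read in PBS / Reagent: labelled fibronectin 24 nM / Dosing: single dose, pinned / Times: 1 h cell attachment, overnight exposure to compound and label / Signal: fluorescence, ex 485 nm, em 525 nm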
esBAF inh: inhibitors of esBAF chromatin remodeling in mouse ES cells. Bmi1-luciferase knock-in reporter, 24 h; 100% = twice the neutral-well signal. reporter increase, % at 12.5 µM. actives 2% (n = 350,000). AID 602393; in the data active = activation above about 40%;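 note: 0% = median of the plate's neutral control wells and 100% = double that signal; a rise in the Bmi1 reporter signal indicates esBAF inhibition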
SIRT5 block: sirtuin-5 (human) deacylase inhibition | Q9NXA8 | AID 652115 | inhibition, % at 15 µM | Purified SirT5, succinyl-peptide AMC, trypsin-coupled fluorescence | actives 1.1% (n = 330,000); in the data active = inhibition above about 15%
Target sequence (Q9NXA8 whole entry, looked up): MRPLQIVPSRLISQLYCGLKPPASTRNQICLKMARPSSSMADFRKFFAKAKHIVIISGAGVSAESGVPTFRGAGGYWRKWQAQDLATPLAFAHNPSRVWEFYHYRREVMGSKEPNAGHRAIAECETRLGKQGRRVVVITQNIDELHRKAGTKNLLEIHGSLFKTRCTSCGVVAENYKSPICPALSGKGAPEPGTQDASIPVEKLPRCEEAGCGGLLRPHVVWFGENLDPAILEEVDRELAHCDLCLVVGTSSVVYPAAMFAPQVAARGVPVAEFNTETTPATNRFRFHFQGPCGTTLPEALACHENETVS
Casp6 inh: inhibitors of human caspase-6; P55212; purified caspase-6, Z-VEID-R110 cleavage fluorescence; inhibition, % at 12.5 µM; actives 0.53% (n = 350,000);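 active = mean inhibition across replicates at least about 35%, with every replicate also reaching that limit, limit read from the data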;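 note: 0% = median of neutral control wells and 100% = no fluorescence left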
Target sequence (P55212 24-179 limits assumed): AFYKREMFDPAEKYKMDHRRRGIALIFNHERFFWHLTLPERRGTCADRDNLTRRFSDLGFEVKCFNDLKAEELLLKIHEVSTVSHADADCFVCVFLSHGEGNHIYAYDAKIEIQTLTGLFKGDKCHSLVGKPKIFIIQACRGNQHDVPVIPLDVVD
Target sequence (P55212 194-293 limits assumed): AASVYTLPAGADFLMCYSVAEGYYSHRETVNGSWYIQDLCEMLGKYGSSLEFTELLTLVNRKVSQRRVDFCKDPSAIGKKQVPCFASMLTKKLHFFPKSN
* hit, by the source's call; / = no result given; & = joins results of further samples.

SMILES	LGR2 antag	Statin myotox sup	S100A4 MyoIIA	FN deposit inh	esBAF inh	SIRT5 block	Casp6 inh
O=C(CCCn1c(SCc2cc(=O)n3cc(Cl)ccc3n2)nc2ccccc2c1=O)NCC1CCCO1 (configuration not stated)	1	/	-7	0	/	4	1
O=C(NN1C(=O)c2ccccc2NC1c1ccco1)c1ccccc1 (configuration not stated)	-30	7	-4	/	5	-4	6
CCCn1c(=O)c2ccccc2n2c(SCCOc3ccc(Cl)cc3)nnc12	1	28	-1	/	-2	-1	0
Cc1ccc2[nH]cc(CCNC(=O)c3ccc([N+](=O)[O-])cc3)c2c1	21	/	0	6	/	0	1
O=Cc1ccccc1-c1cn(CCCOCc2ccccc2)nn1	15	-4	-5	-8	10	-8	4
C=CCNC(=O)CSc1nnc(-c2cccc(S(=O)(=O)N3CCOCC3)c2)o1	-10	-15	-3	4	-5	-1	1
O=C(CCc1nc2sc3c(c2c(=O)[nH]1)CCCC3)NCCc1ccc(F)cc1	0	32	-2	3	-3	9	0
CC1CCCCN1S(=O)(=O)CCNC(=O)c1ccccc1 (configuration not stated)	-9	2	-3	-1	0	1	2
CC(=O)N1CC2(C1)[C@@H](c1ccccc1)[C@@H](CO)N2Cc1cc(F)ccc1F	-2	/	6	/	/	1	-2
CC(Cc1ccccc1)C(=O)N[C@@H](CO)Cc1ccccc1 (some centres not stated)	12	6	-2	9	7	/	/
O=C(COC(=O)c1ccc(Br)o1)NCc1ccc(F)cc1	5	2	0	-1	-7	-2	-1
N#Cc1nc(COc2cccc(Cl)c2)oc1NCCN1CCOCC1	-4	/	-6	0	/	2	-1
C[C@H]1CN([C@@H](C)CO)C(=O)c2cccc(NC(=O)c3nc4ccccc4s3)c2O[C@@H]1CN(C)CC1CCCCC1	1	12	-3	-3	13	0	-1
Cc1ccc([N+](=O)[O-])cc1N=C(c1ccc([N+](=O)[O-])cc1)N1CCOCC1	10	/	1	1	/	3	-2
COc1cccc(NC(=S)Nc2ccc(Br)cc2Cl)c1	-50	/	-3	-10	/	2	-3
O=C(C[C@@H]1CC[C@@H](NC(=O)c2cccc(F)c2)[C@@H](CO)O1)NCCN1CCCC1	-13	6	5	3	-3	-3	-5
CCOC(=O)N1CCN(C(=O)COC(=O)c2cc(Cl)c(O)c(Cl)c2)CC1	-26	/	-5	/	/	3	2
O=C(CN(c1ccc(F)cc1)S(=O)(=O)c1ccccc1)NCc1ccco1	14	103*	/	/	-6	/	/
COC(=O)C1CSC(C(=O)OC)N1C(=O)CN1CCN(c2ccc(OC)cc2)CC1 (configuration not stated)	3	/	-5	-3	/	-3	-3
C/C(CC(=O)Nc1ccc(C)c(Cl)c1)=N\NC(=O)Cc1ccccc1	-2	0	/	1	-3	/	/
O=C(CC1SC(=O)N(c2ccccc2)C1=O)Nc1cccc2ccccc12 (configuration not stated)	5	0	-14	-6	11	4	-2
COc1ccc(NC(=O)Nc2ccc3c(c2)CC(=O)N([C@H](C)CO)C[C@@H](C)[C@H](CN(C)S(=O)(=O)c2ccccc2)O3)cc1	-4	4	2	-2	2	4	2
Cc1ccc(CN2CCN(Cc3cn(C(C)C)c4ccccc34)CC2CCO)o1 (configuration not stated)	-1	7	-2	/	-1	-1	0
O=C(NNC(=O)c1csc(N2CCOCC2)n1)c1ccc(=O)[nH]c1	-2	9	-15	-1	6	0	-3
COc1cccc(NS(=O)(=O)NC(=O)c2cn(C)c3ccccc23)c1	-6	-3	0	-6	5	-5	0
COc1cccc(CNC(=O)c2ccc(NC3=NC4CS(=O)(=O)CC4S3)cc2)c1 (configuration not stated)	-1	-11	-3	4	-2	-1	0
COCC(=O)N1[C@H](C(=O)N2CCCCC2)[C@@H](CO)[C@@H]2Cn3c(ccc(C4=CCCC4)c3=O)[C@@H]21	2	19	-17	/	0	-2	1
COC(=O)c1nc2cc3c(cc2c(C)c1C(=O)OC)OCO3	/	2	/	9	6	/	/
CCCCCCN(C(=O)CCCCCN1C(=O)NC(c2ccccc2)C(C(=O)OCc2ccccc2)=C1C)C(C(=O)NCCCC)c1ccc(OCC(=O)OC)c(C(=O)OC)c1 (configuration not stated)	11	/	1	28	/	/	0
Cc1cc2nnc(SCC(=O)N3C(C)CCCC3C)n2c(N)n1 (configuration not stated)	-6	-20	/	2	-1	/	/
O=C(Nc1ccccc1F)N1C[C@H]2[C@@H](c3ccccc31)[C@@H](CO)N2C(=O)c1ccccc1F	-18	-9	15	/	32	5	-3
CN1CCN(CC(=O)Nc2cc(N(C)C)nc3ccccc23)CC1	3	-1	-26	7	-2	-3	-14
O=C(O)c1c(NC(=O)N2CCCC2)sc2c1CCCC2	-11	-13	0	-2	5	-3	6
CO[C@@H](CN(C)S(=O)(=O)c1ccc(F)cc1)[C@@H](C)CN(C(=O)Nc1ccccc1F)[C@@H](C)CO	0	0	53	-24	0	/	4
O=[N+]([O-])c1cccc(-c2ccc(/C=N/NC(=S)Nc3ccccc3)o2)c1	-7	-12	/	/	1	/	/
COc1c(C(CC(C)C)OC(C)=O)ccc2c1C(=O)OCc1cc(C)cc(O)c1O2 (configuration not stated)	39	-3	-4	/	0	1	4
COc1ccc(C(=O)Nc2ccc3oc(-c4cccc(Cl)c4)cc(=O)c3c2O)cc1	-20	7	/	-7	39	/	/
COc1ccc(NC(=O)C2Cc3c(-c4cccc(C(N)=O)c4)ccnc3O2)cn1 (configuration not stated)	-2	-3	1	21	0	-2	0
C=CCOc1ccc(/C=C/C(=O)OCC(=O)NCCc2ccccc2)cc1	-14	5	-3	/	-6	-2	-1
CCc1nnc(NC(=O)CN2CCN(Cc3cccc(Cl)c3)CC2)s1	-18	-1	-11	-4	-6	-3	1
COC(=O)[C@H](CC(C)C)NC(=O)N1CCC(C)CC1	-7	/	-1	-3	/	1	2
O=C(Nc1c(C(=O)N2CCOCC2)cnn1-c1ccccc1)c1cccc(F)c1	6	3	0	3	-1	-1	-2
CCc1ccc(NC(=O)C2CC=CCC2C(=O)O)cc1 (configuration not stated)	/	3	/	-3	6	/	/
CC(C)(C)c1ccc(C(=O)NC(=S)N2CCOCC2)cc1	-53	-22	-1	-2	20	-3	5
CC(=O)C1=C(O)C(=O)N(c2ccc(Br)cc2)C1c1ccccc1[N+](=O)[O-] (configuration not stated)	-14	17	-2	-4	11	3	2
O=C(CCc1nc(-c2ccccc2F)no1)NC1CCCCC1	15	10	/	/	1	/	/
CC(C)NC(=O)N(C)C[C@@H]1OCCCC[C@@H](C)Oc2ccc(NC(=O)Nc3ccc(F)cc3)cc2C(=O)N([C@@H](C)CO)C[C@H]1C	9	/	-18	/	4	1	-1
O=C(Nc1ccc(Cl)cc1)N1CCSC1=NCc1ccccc1	/	/	3	-3	/	-3	-3

Given in CSV form: 15 of the compounds above.
compound,LGR2 antag,Statin myotox sup,S100A4 MyoIIA,FN deposit inh,esBAF inh,SIRT5 block,Casp6 inh
CO[C@@H](CN(C)S(=O)(=O)c1ccc(F)cc1)[C@@H](C)CN(C(=O)Nc1ccccc1F)[C@@H](C)CO,0,0,53,-24,0,/,4
O=[N+]([O-])c1cccc(-c2ccc(/C=N/NC(=S)Nc3ccccc3)o2)c1,-7,-12,/,/,1,/,/
COc1c(C(CC(C)C)OC(C)=O)ccc2c1C(=O)OCc1cc(C)cc(O)c1O2 (configuration not stated),39,-3,-4,/,0,1,4
COc1ccc(C(=O)Nc2ccc3oc(-c4cccc(Cl)c4)cc(=O)c3c2O)cc1,-20,7,/,-7,39,/,/
COc1ccc(NC(=O)C2Cc3c(-c4cccc(C(N)=O)c4)ccnc3O2)cn1 (configuration not stated),-2,-3,1,21,0,-2,0
C=CCOc1ccc(/C=C/C(=O)OCC(=O)NCCc2ccccc2)cc1,-14,5,-3,/,-6,-2,-1
CCc1nnc(NC(=O)CN2CCN(Cc3cccc(Cl)c3)CC2)s1,-18,-1,-11,-4,-6,-3,1
COC(=O)[C@H](CC(C)C)NC(=O)N1CCC(C)CC1,-7,/,-1,-3,/,1,2
O=C(Nc1c(C(=O)N2CCOCC2)cnn1-c1ccccc1)c1cccc(F)c1,6,3,0,3,-1,-1,-2
CCc1ccc(NC(=O)C2CC=CCC2C(=O)O)cc1 (configuration not stated),/,3,/,-3,6,/,/
CC(C)(C)c1ccc(C(=O)NC(=S)N2CCOCC2)cc1,-53,-22,-1,-2,20,-3,5
CC(=O)C1=C(O)C(=O)N(c2ccc(Br)cc2)C1c1ccccc1[N+](=O)[O-] (configuration not stated),-14,17,-2,-4,11,3,2
O=C(CCc1nc(-c2ccccc2F)no1)NC1CCCCC1,15,10,/,/,1,/,/
CC(C)NC(=O)N(C)C[C@@H]1OCCCC[C@@H](C)Oc2ccc(NC(=O)Nc3ccc(F)cc3)cc2C(=O)N([C@@H](C)CO)C[C@H]1C,9,/,-18,/,4,1,-1
O=C(Nc1ccc(Cl)cc1)N1CCSC1=NCc1ccccc1,/,/,3,-3,/,-3,-3

(continued)
SMILES	LGR2 antag	Statin myotox sup	S100A4 MyoIIA	FN deposit inh	esBAF inh	SIRT5 block	Casp6 inh
O=C(C[C@@H]1CC[C@H](NC(=O)c2ccccn2)[C@@H](CO)O1)NCc1cccc(F)c1	-10	7	6	/	-1	-11	-2
CN(Cc1ccccc1)S(=O)(=O)c1cccc2nsnc12	-12	/	-6	0	/	-2	-1
Cc1ccc(-c2noc(-c3ccccc3C(=O)N3CCOCC3)n2)cc1	-30	12	27	/	8	6	-3
O=C(C1CC1)N1C[C@@H]2N[C@H](C1)C2c1ccc(/C=C/c2ccccc2)cc1 (some centres not stated)	3&8	/	-9	-9&11	/	-1&1	/
COc1ccc(-c2nc3ncccc3n2O)cc1	-7	9	2	-4	-2	1	2
CCN(CCn1cccn1)C(=O)c1cc(COc2c(F)cccc2F)on1	-3	-25	-3	1	-5	-7	-6
O=C(c1c[nH]c2ccccc2c1=O)N1CCCCCC1	2	/	4	-2	/	2	-4
CCCNC(=O)Nc1ccc2c(c1)OC[C@@H](C)N(Cc1cccnc1)C[C@H](C)[C@H](OC)CN(C)C2=O	-9	11	-3	-13	1	3	/
COc1cc(OC)cc(C(=O)NN(CCC#N)C2=NS(=O)(=O)c3ccccc32)c1	-10	-4	-16	-3	-1	-1	-2
Cc1ccc(CSCC(=O)NCc2ccc(F)cc2)cc1	-2	/	-3	4	/	-3	-10
O=C(Cn1ncc2c3ccccc3n(Cc3ccccc3F)c2c1=O)NCCN1CCOCC1	9	-8	-5	13	-2	1	0
COCCN(Cc1ccccc1)C(=S)Nc1ccc(Cl)cc1	19	/	-3	/	/	2	0
CCC(=O)Nc1ccc2c(c1)C(=O)N(C)[C@H]1CC[C@@H](CC(=O)NCCc3ccccc3)O[C@@H]1CO2	0	2	9	-26	-2	6	-2
CC1(C)NC(=O)N(CC(O)CN(c2ccccc2)S(=O)(=O)c2ccc([N+](=O)[O-])cc2)C1=O (configuration not stated)	5	1	9	4	-5	1	1
NS(=O)(=O)c1ccc(CNC(=O)c2cccc(Oc3ccccc3)c2)cc1	-8	2	2	2	-2	4	-2
C[C@@H](NC(=O)[C@H]1[C@H](CO)[C@H]2Cn3c(ccc(-c4ccncc4)c3=O)[C@@H]1N2C)c1ccccc1	-10	-1	-8	/	0	-1	-1
CC(C)N(C(=O)Cn1c(Cl)nc2ccccc21)C(C)C	14	6	2	7	-3	-2	-5

These rows are one share of the data. The share of hits here may be higher or lower than overall.
